# Assay outcomes as filed in PubChem BioAssay.
# ER stress death – ER stress cell death inhibition | CSM14.1 thapsigargin ER stress survival, ATP luminescence | relative survival (cellular ATP), % at 15 µg/mL (by protocol) | 0.33% of 48,000 active | AID 1010;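 active = survival measured by cellular ATP above 50% at 15 µg/ml in the first screen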;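 also: cell death triggered by about 15 µM thapsigargin; ATP read 24 h after thapsigargin was added; plate controls were thapsigargin with DMSO for no effect and DMSO without thapsigargin for full effect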
# * marks the source's active call; other numbers are inactive results. These rows are one share of the data; the hit share may differ from the screen's.
Structure | ER stress death
O=C(NC(NC(=S)Nc1ccc(Br)cc1)C(Cl)(Cl)Cl)c1ccccc1F (stereo unspecified) | 2
O=C(c1nn2c(C(F)(F)F)cc(-c3ccco3)nc2c1Cl)N1CCOCC1 | 4
O=[N+]([O-])c1ccc(Oc2ccc(S(=O)(=O)Nc3ccccn3)cc2)cc1 | 6
COc1ccc([N+](=O)[O-])cc1/C=C1\SC(=S)N(C2CCCCC2)C1=O | 4
CCOC(=O)c1c[nH]c2ccc(OCC)cc2c1=O | 3
CCOc1cc(C2CC(=O)Nc3c2ccc2ccccc32)cc(Br)c1OC (stereo unspecified) | 1
CCOc1ccc2c(c1)C(C)=CC(C)(C)N2S(=O)(=O)c1ccc(NC(C)=O)cc1 | -4
Cc1cccc(NC(=O)C(=O)N/N=C/c2ccc(C)o2)c1 | -4
CC(C)(C)NC(=O)C1C(C=C(Cl)Cl)C1(C)C (stereo unspecified) | 3
CCOc1ccc(/C=C2\C(=O)NC(=S)N(c3cccc(Cl)c3)C2=O)cc1Cl | 0
Cc1c(C(=O)Nc2ccc(-c3nc4cc(Cl)ccc4o3)cc2)cccc1[N+](=O)[O-] | 1
Fc1cnc(NN=Cc2cccs2)nc1N1CCOCC1 | -5
O=[N+]([O-])c1ccc(N2CCCC2)cc1NCCOc1ccc(Cl)cc1 | -2
COc1ccc(C2NC(C)(C)Cc3cc(OC)c(OC)cc32)cc1 (stereo unspecified) | -1
CCCCOc1ccc(C(=O)Nc2ccc(S(=O)(=O)Nc3nccc(C)n3)cc2)cc1 | 8

# The list continues.
Structure | ER stress death
Cc1cccc2c1[nH]c1nc(N/N=C\c3ccc(-c4ccccc4Cl)o3)nnc12 | -3
O=C(c1ccc(Cl)cc1)N1CCN(c2ccc([N+](=O)[O-])c3ncccc23)CC1 | 6
O=C(CSc1nnc(-c2ccc3c(c2)OCO3)n1-c1ccccc1)c1ccccc1 | 4
O=C(Nc1ccccc1I)c1ccccc1C(F)(F)F | 3
O=C(O)C1C2CCC(C2)C1C(=O)Nc1nc(-c2ccc(Cl)c(Cl)c2)cs1 (stereo unspecified) | 7
COc1cccc(C2C(C(=O)OCCc3ccccc3)=C(C)NC3=C2C(=O)CCC3)c1OC (stereo unspecified) | 4
O=C(CSc1nc2sc3c(c2c(=O)n1-c1ccccc1)CCC3)Nc1ccccc1[N+](=O)[O-] | 2
CC(NC(=O)C(=O)Nc1ccc(F)cc1)c1ccccc1 (stereo unspecified) | 3
O=C(O)/C=C/c1ccc(S(=O)(=O)Nc2ccccn2)cc1 | 9
CNC(=O)C(=O)Nc1cccc2ccccc12 | 11
Cn1c(=O)n(C)c2cc(C3Nc4ccc5ccccc5c4C4=C3C(=O)CC(C)(C)C4)ccc21 (stereo unspecified) | 15
COc1ccc(Cl)cc1C(=O)Nc1cccc(C)c1C | 3
O=C(Oc1ccc2oc(=O)sc2c1)c1ccccc1Br | -1
COc1cc(N/N=C/c2ccc(Br)cc2)ncn1 | 0
CCCCCCOc1ccc(N2C(=O)CC(N3CCC(C)CC3)C2=O)cc1 (stereo unspecified) | -4

# Among those listed so far, 2 contain two or more sulfur atoms.
Structure | ER stress death
COc1ccc([N+](=O)[O-])cc1/C=C1\SC(=S)N(C2CCCCC2)C1=O | 4
O=C(CSc1nc2sc3c(c2c(=O)n1-c1ccccc1)CCC3)Nc1ccccc1[N+](=O)[O-] | 2

# Carrying on.
Structure | ER stress death
N/C(=N/OC(=O)c1cccc([N+](=O)[O-])c1)c1ccc(Br)cc1 | -8
O=C(Cc1ccccc1)Nc1cc(Cl)c(Cl)cc1Cl | 8
O=C(CC1Sc2ccc(C(F)(F)F)cc2NC1=O)Nc1ccc(I)cc1 (stereo unspecified) | 5
Cc1ccc(OCC(=O)Nc2ccc(C(N)=O)cc2)c(Br)c1 | -9
COc1ccc(NC(=O)/C(=C/c2cccs2)NC(=O)c2cccs2)cc1 | 9
CC1=C(C(=O)OCCOc2ccccc2)C(c2ccc(Cl)cc2)NC(=O)N1 (stereo unspecified) | 4
O=C1NC(=O)N(c2cccc(Cl)c2)C(=O)/C1=C/c1ccc(Oc2ccc([N+](=O)[O-])cn2)cc1 | 1
Cc1ccc2nc(-c3ccc(OCC(=O)N/N=C/c4ccc([N+](=O)[O-])o4)cc3)cc(-c3ccccc3)c2c1 | 0
Cc1ccc(OCC(=O)O/N=C(\N)c2cccc([N+](=O)[O-])c2)c(C)c1 | 9
CCC(=O)Nc1ccc2nn(-c3ccc(Cl)cc3)nc2c1 | -6
Cc1ccc(N2NC(=O)/C(=C\c3cccc([N+](=O)[O-])c3)C2=O)cc1 | -1
O=C(Nc1ccc(OC(F)(F)F)cc1)c1ccc(Cl)cc1Cl | -2
CCOC(=O)C1=C(C)NC(SCC(N)=O)=C(C#N)C1c1cccc([N+](=O)[O-])c1 (stereo unspecified) | 10
COc1ccccc1/C=C1/SC(=S)N(CCC(=O)Nc2nnc(C)s2)C1=O | 9
COc1ccc(NC(=O)C2CCCN(Cc3ccccc3)C2)cc1OC1CCCC1 (stereo unspecified) | -1

# More entries.
Structure | ER stress death
CC(c1ccccc1)C1C(C#N)=C(N)Oc2n[nH]c(-c3ccccc3)c21 (stereo unspecified) | 3
O=S(=O)(c1ccc(Br)cc1Br)N1CCN(c2ccccc2)CC1 | 8
CCCOC(=O)C1=C(C)NC2=C(C(=O)CCC2)C1c1cc(Br)ccc1OC (stereo unspecified) | 7
CCOc1ccc(C(=O)NCCNc2ccc(Cl)cc2[N+](=O)[O-])cc1Br | 0
O=C(CN1C(=O)c2ccccc2C1=O)Nc1cccc(-c2nc3ccccc3c(=O)o2)c1 | 1
COC(=O)CN(c1ccccc1Cl)S(C)(=O)=O | -2
Cc1ccc(O)c(NC(=O)c2ccc(Cl)cc2)c1 | 3
COc1ccccc1C(=O)Nc1nc2ccccc2n1CCOc1ccccc1 | -2
O=C(CSc1nc2sc3c(c2c(=O)[nH]1)CCCC3)NCc1ccco1 | -4
CCC1=NN2C(=N)/C(=C/c3ccc(OCc4ccccc4)cc3)C(=O)N=C2S1 | 5
Cc1ccc(-n2nc(C)c3c(=O)oc(C)cc32)cc1 | 3
O=C1NC(=Nc2cccc(Cl)c2Cl)S/C1=C\c1cccc([N+](=O)[O-])c1 | 0
C=CCNC(=O)c1cc(OC)c(OC)c(OC)c1 | 10
NS(=O)(=O)c1ccc(NC(=O)COc2ccc3ccccc3c2)cc1 | 0
Cc1cccc(N2C(=O)c3ccc(N)cc3C2=O)c1C | -4

# Later entries:
Structure | ER stress death
CC1C(C(=O)N(C=O)c2ccc(Br)cc2)C2C=CC1C21CC1 (stereo unspecified) | 1
Cc1n[nH]c(C)c1CCC(=O)N/N=C/c1cccs1 | 2
O=C(CN1CCCCC1)Nc1ccc(I)cc1 | -9
Cc1ccc(C(=O)CSc2ccccc2C(=O)O)cc1 | 4
NC(N)=NS(=O)(=O)c1ccc(N/C=C2/CCCCC2=O)cc1 | 2
CC(C)=CCC(C)(C)CN(C=O)CC(C)(C)CC=C(C)C | -3
COc1ccccc1C(O)c1cnc(C(C)C)n1C (stereo unspecified) | -6
Cc1cc(-c2ccc(C)o2)c(C#N)c(=S)[nH]1 | 0
COc1ccc(S(=O)(=O)N(CCc2ccccc2)CC(=O)NCc2ccc(Cl)cc2)cc1 | 13
COC(=O)c1ccc(NC(=S)Nc2ccccc2)cc1 | 1
Cc1ccc(OCC(=O)Nc2ccc([N+](=O)[O-])cc2)c(C)c1 | 6
COc1ccc(-n2nc3cc(C)c(NC(=O)c4ccco4)cc3n2)cc1 | 6
COc1ccc(-c2cc(C(=O)Nc3sc4c(c3C(N)=O)CCCC4)c3ccccc3n2)cc1OC | -16
Cn1c(=O)cc2c3c(c(Nc4cccc(Cl)c4)ccc31)C(=O)c1ccccc1-2 | -4
C#CCOc1cc(Br)c(/C=C2\C(=O)NC(=O)N(c3ccc(Cl)cc3)C2=O)cc1OC | 3

# Remaining list, next part:
Structure | ER stress death
Cc1cccc(OCC(=O)Nc2ccc(Cl)cc2)c1C | 6
O=C(CCCN1CCN2CCCC2C1)c1ccc(F)cc1 (stereo unspecified) | -4
COc1ccc(/C=C2/C(=O)ON=C2c2ccccc2)cc1 | 3
COc1ccc(C2SCC(=O)N2c2c(C)n(C)n(-c3ccccc3)c2=O)cc1 (stereo unspecified) | 9
Cc1ccc(C)c(NCC(=O)Nc2c(C)cccc2C)c1 | 0
CC1CCN(c2cc(N3CCN(C(=O)c4cccc(F)c4F)CC3)c([N+](=O)[O-])cc2F)CC1 | -6
Cc1ccc2nc(-c3sc(=S)n(-c4ccccc4)c3N)[nH]c2c1 | 1
CN(C)c1ccc(/C=N/S(=O)(=O)c2cccs2)cc1 | 7
Cc1ccc(NCC(=O)N/N=C\c2cccc(OC(=O)c3ccccc3)c2)cc1 | 7
Cc1ccc(OCC(=O)NNC(=O)c2cc(Cl)ccc2O)c(C)c1 | 5
CC(=O)c1cccc(NC(=O)c2cccc(S(=O)(=O)N3CCOCC3)c2)c1 | 9
Cc1cccc(NCCC(=O)c2ccc([N+](=O)[O-])cc2)c1C | 10
COc1cc(/C=C2\C(=O)NC(=O)N(Cc3ccccc3)C2=O)ccc1OCC(N)=O | -1
O=C1CS/C(=N/S(=O)(=O)c2ccccc2)N1 | 4
CS(=O)(=O)c1ccc2nc(NC(=O)C3CCCCC3)sc2c1 | 8

# Further compounds follow:
Structure | ER stress death
O=C(NCCNc1ccc([N+](=O)[O-])cc1Cl)c1ccccc1Br | 1
OC(COc1ccc(Cl)cc1)CSc1nc2ccccc2s1 (stereo unspecified) | 1
CC(C)OC(=O)C1C(=O)CC(C)(O)C(C(=O)OC(C)C)C1c1cccc([N+](=O)[O-])c1 (stereo unspecified) | 0
COc1ccc(OCCn2cc(C=O)c3ccccc32)cc1 | -3
O=C1NC(=O)N(c2ccc(Cl)cc2)C(=O)/C1=C/c1ccc(O)c(I)c1 | -10
O=C(CC(=O)c1ccccc1O)c1ccc(Br)cc1 | 2
COc1ccc(CN2CCN(C3CCCCC3)CC2)cc1OCc1ccccc1 | -8
COc1cc(OC)cc(C(=O)Nc2cc(C)ccc2OC)c1 | -2
O=C(Nc1nc2ccc(Br)cc2s1)c1cccc(Cl)c1 | 9
CCOc1ccc2cc(S(=O)(=O)NCc3cccnc3)ccc2c1 | 6
CCC(=O)N(CCc1ccccc1)C1CC(=O)N(c2ccc(OC)cc2)C1=O (stereo unspecified) | 14
CS(=O)(=O)N1CCN(c2ccc([N+](=O)[O-])c(NC3CC3)c2)CC1 | 1
COc1cc(C=O)c(Br)cc1OCc1ccccc1Cl | -5
CC(C)(C)N1C(=O)NC(=O)C(=Cc2ccc(Br)s2)C1=O | 0
C/C(=N/NC(=O)CNc1ccc(C)cc1)c1ccc(Br)s1 | 0

# (further entries)
Structure | ER stress death
Cc1ccc(O)c(C=Nc2c(C)nn(C)c2C)c1 | 6
CCN(CC)C(=O)c1sc(NC(=O)c2ccc(C(C)(C)C)cc2)c(C(=O)OC(C)C)c1C | 4
Cc1ccccc1C(=O)Nn1cnnc1 | 15
CC(C)C(NC(=O)c1ccc(CN(c2ccccc2)S(C)(=O)=O)cc1)C(C)C | 3
CNC(=O)CN(c1ccc(OC)cc1OC)S(C)(=O)=O | 10
COc1ccc(OC)c(/C=N/N2CCN(Cc3ccc(Cl)cc3)CC2)c1 | 4
Cc1ccc([N+](=O)[O-])cc1NC(=O)CCCOc1ccccc1 | 10
COc1cc(NC(=O)c2ccc(C(C)(C)C)cc2)ccc1NC(=O)c1cc2ccccc2o1 | 7
O=C(CSc1n[nH]c(-c2ccccc2)n1)c1ccccc1 | 4
CCc1ccc(OCCNc2cc(NCC(C)O)ccc2[N+](=O)[O-])cc1 (stereo unspecified) | 2
COc1cc(NC(=O)COc2cccc(C)c2C)c(OC)cc1Cl | 11
Cc1ccc(NC(=S)NCCOc2cccc3ccccc23)c(C)c1 | 5
COCCN1C(=O)C(=O)/C(=C(/O)c2ccccc2)C1c1ccc(F)cc1 (stereo unspecified) | -1
CC1(C)CC(C(CCN)c2ccc(F)cc2)CCO1 (stereo unspecified) | -16
O=[N+]([O-])c1ccc(/C=N\Nc2nc(-c3ccccc3)c3cc(Cl)ccc3n2)o1 | 3

# Sorted by length of the SMILES (lowest first): part of the list above.
Structure | ER stress death
Cc1ccc(NC(=S)NCCOc2cccc3ccccc23)c(C)c1 | 5
Cc1ccc([N+](=O)[O-])cc1NC(=O)CCCOc1ccccc1 | 10
CCN(CC)C(=O)c1sc(NC(=O)c2ccc(C(C)(C)C)cc2)c(C(=O)OC(C)C)c1C | 4

# The list goes on.
Structure | ER stress death
CCOC(=O)C(CCOc1ccc(C)cc1C)C(=O)OCC | 0
COc1ccc(C(=O)Nc2ccc(N3CCN(C(C)=O)CC3)cc2)cc1OC | 0
COc1ccc(CC(=O)N2CCN(c3ccccc3)CC2)cc1OC | 8
CC(C)NC(=O)C(=O)NNC(=O)C12CC3CC(CC(C3)C1)C2 | 4
CCOC(=O)c1c(C)oc2c1C(=O)c1ccccc1C2=O | 2
COc1ccc(/C=C/C(=O)O)cc1S(=O)(=O)NCc1ccccc1 | 13
Cc1ccc(N2CC(C(=O)N3CCCCC3)CC2=O)cc1 (stereo unspecified) | -4
O=[N+]([O-])c1ccc(Cl)cc1NCCOc1ccc(F)cc1 | -1
O=C(Nc1ccc(Br)cc1)c1ccccc1O | -2
Cc1cc(I)ccc1NC(=O)COc1ccc(Br)cc1 | -2
N=C1C(c2nc3ccccc3c(=O)[nH]2)=C(O)CN1Cc1ccccc1 | 7
O=c1c2c(nc3cc(-c4ccc(Cl)cc4)[nH]n13)CCC2 | -4
Cc1ccc(S(=O)(=O)Nc2cccc(Cl)c2)cc1[N+](=O)[O-] | 8
COc1cc(OC)cc(C(=O)N/N=C(\C)CC(=O)Nc2ccccc2-c2ccccc2)c1 | 66*
CN(C)CCCNC(=O)c1ccc([N+](=O)[O-])o1 | -13

# (more compounds)
Structure | ER stress death
CCc1c(C)c2ccc(OCC(C)=O)cc2oc1=O | 3
O=C(Nc1ccc([N+](=O)[O-])cn1)C1CC1 | 8
CC(=O)n1c2ccccc2c2nc3ccc([N+](=O)[O-])cc3cc21 | 1
CCOc1cc(/C=C2/C(=O)NC(=O)N(c3cccc(C)c3)C2=O)cc(Br)c1O | 2
